# Rv3671c inh: Rv3671c (M. tuberculosis) protease inhibition. 320,000 tested, 0.048% active. inhibition, % at 5.96 µM. P9WHR9; in the data active = inhibition above about 38%;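 also: extracellular domain of Rv3671c used as enzyme; 0% = enzyme with DMSO and 100% = no enzyme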
# Target sequence (P9WHR9 whole entry, looked up, the tested form may be a part): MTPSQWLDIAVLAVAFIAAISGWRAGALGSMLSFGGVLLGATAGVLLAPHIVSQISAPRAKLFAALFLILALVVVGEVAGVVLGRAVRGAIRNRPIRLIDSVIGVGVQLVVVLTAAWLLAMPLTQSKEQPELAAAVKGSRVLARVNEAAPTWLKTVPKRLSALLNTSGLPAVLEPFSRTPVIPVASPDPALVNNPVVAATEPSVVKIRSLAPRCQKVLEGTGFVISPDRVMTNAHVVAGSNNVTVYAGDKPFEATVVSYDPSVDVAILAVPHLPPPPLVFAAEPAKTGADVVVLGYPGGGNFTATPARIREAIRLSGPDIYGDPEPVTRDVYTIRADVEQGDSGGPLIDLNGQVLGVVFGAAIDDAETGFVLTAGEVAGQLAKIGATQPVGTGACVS
# DUSP3 inh: inhibitors of human VHR1 phosphatase (DUSP3); P51452; recombinant VHR phosphatase, pNPP absorbance; inhibition, % at 13.3 µM; 290,000 tested, 0.52% active; in the data active = inhibition above about 50%; also: some compounds called inactive have numbers as strong as hits
# Target sequence (P51452 whole entry, looked up): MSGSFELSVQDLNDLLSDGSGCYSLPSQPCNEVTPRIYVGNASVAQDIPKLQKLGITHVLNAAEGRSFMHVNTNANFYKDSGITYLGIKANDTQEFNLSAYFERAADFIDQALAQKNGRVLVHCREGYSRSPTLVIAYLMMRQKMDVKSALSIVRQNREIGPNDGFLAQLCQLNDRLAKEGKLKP
# TcdB GH inh: inhibitors of Clostridioides difficile toxin B glycohydrolase; P18177; TcdB glycohydrolase enzymatic assay, plate reader; inhibition, % at 9.99 µM; 350,000 tested, 0.24% active; in the data active = inhibition above about 10%
# 3CLpro inhibitor: SARS-CoV 3CLpro protease inhibition; P0C6X7; recombinant SARS-CoV 3CLpro, quenched FRET peptide cleavage; inhibition, % at 6 µM; 290,000 tested, 0.14% active; AID 1706; in the data active = inhibition above about 12%
# PriA SSB inh: blocks PriA binding to SSB C-terminal tail | AlphaScreen SSBct-PriA binding, biotinylated peptide | inhibition, % at 33 µM | 430,000 tested, 0.6% active | AID 1272365; in the data active = inhibition mostly above about 37%, no sharp cut-off; inactive = mostly below about 20%;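 also: plate controls were negative control peptide for no effect and reference peptide for full effect; strong numbers were not always called active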
# PfHsp40 rescue: restores yeast growth despite PfHsp40 toxicity; S. cerevisiae expressing PfHsp40, growth rescue, ATP luminescence; growth rescue, % at 12.5 µM; 340,000 tested, 0.68% active; in the data active = growth rescue above about 28%, passing the limit was not always enough;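 also: yeast W303a lacking pdr1 and pdr3 grown in galactose medium; growth measured after three days at 30 °C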
# Anthrax LF inh2: blocks Bacillus anthracis lethal factor protease; P15917; multiplex microsphere protease cleavage assay, LF; inhibition, % at 10 µM; 360,000 tested, 0.12% active; in the data active = inhibition above about 30%; also: plate controls were buffer without enzyme for full effect and enzyme alone for no effect
# MazEF act: MazEF (E. coli) toxin RNase activation | AID 504720 | FAM/BHQ RNA-DNA oligo cleavage fluorescence, 5 h | activation, % at 20 µM | 350,000 tested, 0.32% active; in the data active = activation above about 50%
# Target sequence (P0AE70 whole entry, looked up): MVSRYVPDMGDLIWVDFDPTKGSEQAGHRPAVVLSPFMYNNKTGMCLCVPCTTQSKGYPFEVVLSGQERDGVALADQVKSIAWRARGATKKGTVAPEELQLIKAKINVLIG
# Y pestis TopoI: Y. pestis Topo-I inhibition via cleavage products; Y. pestis Topo-I cleavage product accumulation, plate reader; activity, % at 10 µM; 360,000 tested, 0.064% active; AID 504884; in the data active = activity above about 50%, passing the limit was not always enough; also: inactives centre near 2
# Vc quorum ag: inducers of Vibrio cholerae quorum light production without autoinducers; V. cholerae BH1578 lux reporter, luminescence, 6 h; activation, % at 18.7 µM; 350,000 tested, 0.16% active; in the data active = activation mostly above about 9.7%, no sharp cut-off; also: not every result past the cut was called active; inactives centre near 0; reference of the scale not given here
# Active calls of the source: *; i = inactive; . = no result given; & = joins results of further samples. The list is partial; count on the stated rates, not on these rows.
structure,PfHsp40 rescue,3CLpro inhibitor,PriA SSB inh,TcdB GH inh,Anthrax LF inh2,Vc quorum ag,MazEF act,DUSP3 inh,Rv3671c inh,Y pestis TopoI
C=CCn1c(SCC(=O)c2c(N)n(CCC)c(=O)n(C)c2=O)nnc1-c1ccncc1,-0.3,-1.3,-19.8,0.0,-2.6,-0.9,3.7,22.2,12.1,-6.8
COc1cccc(-c2nc(CS(=O)(=O)CC(=O)Nc3cc(OC)ccc3OC)c(C)o2)c1,0.5,0.6,5.9,2.6,-0.9,-0.6,-1.1,-17.2,1.9,6.2
Cc1ccc2c(c1)NC(C(C)(C)C)CO2 (stereo not given),-1.5,2.4,-4.3,.,-2.4,i,5.8,25.6,-5.6,10.9
CCN(CC(=O)NCc1cccs1)c1ccc(S(=O)(=O)N2CCCC2)cn1,0.5,-0.2,-2.1,1.0,3.7,-3.7,5.7,9.0,4.2,0.2
CCc1nnc(NS(=O)(=O)c2ccc(NC(=O)c3ccc(S(=O)(=O)N(CC)CC)cc3)cc2)s1,1.7,1.0,9.1,-0.6,12.5,-0.3,-7.5,12.5,-5.8,6.5
CCn1nc(C)c(NC(=O)CCCSc2nc(-c3ccco3)cc(C(F)(F)F)n2)c1C,-1.5,-1.9,14.8,.,-4.6,i,0.2,1.8,10.0,-4.7
CC1CN(S(=O)(=O)c2cc(C(=O)N3CCCCC3C)ccc2Cl)CC(C)O1 (stereo not given),-1.1,.,5.0,0.1,-6.3,i,1.9,.,0.8,-3.3
CC1Cc2ccccc2N1C(=O)C1CCN(S(=O)(=O)c2cccs2)CC1 (stereo not given),-0.2,0.1,-18.8,.,1.0,i,-17.9,-0.8,1.1,-4.0
Cc1ccc(C(=O)c2c3ccc([N+](=O)[O-])cc3[n+]([O-])n2CCCC(N)=O)cc1,1.5,.,6.3,0.1,3.0,i,5.8,.,-5.6,-8.1
O=C(/C=C/c1cccnc1)c1ccc(O)cc1,-1.7,-2.2,-14.4,1.8,-4.9,i,0.8,32.9,-4.0,3.1
CS(=O)(=O)N(Cc1ccccc1Cl)c1ccc(C(=O)NCc2ccccn2)cc1,-0.6,6.2,9.3,0.4,-1.2,-0.2,7.0,1.0,-8.9,-13.6
Cc1ccc(-c2noc(-c3c(C)noc3C)n2)cc1,0.1,-4.2,-2.5,0.4,-3.7,-0.3,5.7,24.6,2.2,-4.9
C[C@H]1CCC[C@]2(O[C@H](CCO)C[C@@H](O)[C@@H]2O)O1,-0.2,.,-8.4,0.3,1.2,i,2.7,.,-1.5,-0.6
O=C1C(Cl)=C(NCC2CCCO2)C(=O)N1C1CCCCC1 (stereo not given),0.8,2.4,-6.6,.,-2.9,-0.4,-3.5,19.2,-0.4,-1.4
COc1ccc(CCNC(=O)CSc2ccc3ccccc3c2)cc1OC,1.2,2.3,1.1,2.6,-5.7,-0.3,-19.9,31.5,-7.0,-7.1
O=C(c1sc2ccccc2c1Cl)N1CCN(c2ccccc2F)CC1,0.2,-0.4,-9.0,.,0.8,-0.3,3.8,16.4,-5.2,36.2
COc1ccc(C(=S)N2CCCCC2)cc1Br,0.9,-3.0,-4.4,-2.4,0.0,-0.3,3.6,24.3,1.0,-1.7
CC(C)(C)c1ccc(Cn2nnc3c(=O)[nH]c(C4CCCN(C(=O)c5cccs5)C4)nc32)cc1 (stereo not given),1.5,4.7,17.6,-11.3,-1.6,-0.5,4.7,-35.9,-7.2,30.6
CC1=Nc2ccccc2/C1=C\c1nc(-c2ccccc2)oc1O,0.4,2.0,7.3,.,-26.5,-4.1,-4.4,18.6,-23.6,-7.9
COc1ccccc1N1CCN(C(=S)NC(=O)/C=C/c2ccccc2)CC1,-0.2,-0.3,-9.0,-0.2,5.2,-0.2,5.0,17.6,-4.0,-1.2
CCOC(=O)C1CCCN(C(=O)CCNS(=O)(=O)c2ccc3c(c2)CCC(=O)N3)C1 (stereo not given),0.4,-1.3,-15.2,.,11.4,-0.4,4.6,22.1,6.2,7.1
CN(c1ccccc1)S(=O)(=O)c1cccc(NC(=O)c2ccncc2)c1,-0.7,3.7,6.8,1.2,6.0,i,8.8,0.8,-10.9,4.8
CCOC(=O)[C@@H]1[C@H]2COc3ccc(Br)cc3[C@@H]2N2C(=O)N(c3ccc(Cl)cc3)C(=O)[C@]12C,1.9,.,1.0,1.5,-1.7,i,-0.1,.,-7.8,15.3
COc1ccc(N2C(=O)/C(=C\c3ccco3)N=C2SCC(N)=O)cc1Cl,-0.4,6.5,16.5,0.0,0.0,i,13.1,9.0,1.5,9.1
CCOc1ccc(NC(=O)CN2C(=O)COc3ccccc32)cc1,-0.7,-2.2,-6.8,0.2,-7.9,i,4.9,35.2,1.0,-2.2
COc1ccc(C(=O)NC2CCCc3ccccc32)cc1S(=O)(=O)N1CCOCC1 (stereo not given),-0.4,-5.3,6.7,-0.3,-5.2,3.3,13.7,29.7,1.8,1.8
COc1cc(C(=O)Nc2ccc(N3CCN(C(=O)c4ccc(C)cc4)CC3)cc2)cc(OC)c1OC,-1.8,14.2*,6.9,1.1,-2.8,-1.6,5.9,-7.2,8.7,4.7
COCCN(C(=O)c1csnn1)C(C(=O)NC1CCCCC1)c1sccc1C (stereo not given),1.2,-3.8,-1.3,.,1.5,5.3,8.1,-7.9,-1.8,2.9
COc1cccc(OC)c1CNC(=O)CCSCc1ccccc1F,-0.3,1.6,1.6,0.3,-7.1,i,2.8,24.9,6.2,-0.4
C/C(=N\Nc1ccc(C(=O)O)cc1)c1ccc(-n2ccnc2)cc1,-1.1,-0.1,.,-4.4,-1.0,-0.3,-2.4,16.7,5.2,6.4
CSc1ncccc1C(=O)OCC(=O)NC(N)=O,-1.3,3.5,-11.4,.,-0.2,i,-1.0,14.6,-2.5,12.7
COc1ccc(CCNc2nc3ccccc3n3cnnc23)cc1OC,-0.5,1.3,1.2,0.9,-1.7,i,12.7,9.3,-2.3,-7.2
NC(=O)CSc1nc(N)c2c3c(sc2n1)CCCCC3,0.9,0.4,-16.5,.,6.4,i,7.5,18.9,3.7,7.7
C[C@H](CO)N1C[C@H](C)[C@@H](CN(C)S(=O)(=O)c2ccccc2)Oc2ccc(NC(=O)c3ccncc3)cc2C1=O,1.9,.,-5.5,-1.1&1.8,0.3,1.2,7.7,.,7.4,5.1
O=S(=O)(Cc1ccccc1)N1CCN(Cc2ccc3c(c2)OCO3)CC1,-0.3,2.6,-6.3,.,-1.5,3.7,0.2,-9.6,-9.1,11.4
COC(=O)c1nc(NC(=O)c2ccccc2Br)n[nH]1,-0.6,-4.2,-14.9,0.4,-1.6,i,3.6,29.7,.,-1.9
COc1ccc(C(c2nnnn2Cc2ccccc2)N2CCN(C(=O)c3ccco3)CC2)cc1OC (stereo not given),-0.6,-8.7,-27.2,.,2.1,-2.2,4.6,13.6,0.5,-0.7
Clc1ccc(-c2csc(N3CCOCC3)n2)cc1,1.8,0.6,-4.7,1.2,-3.8,-1.0,-6.4,5.8,.,11.8
CCNc1nc(Cl)nc(NCc2ccccc2)n1,0.2,-1.2,-15.3,.,1.5,i,-7.7,12.8,-6.8,-5.9
Cc1cc(C)c(C)c(OCCCn2ccnc2)c1,-0.9,-0.4,2.1,.,1.3,i,8.1,16.6,1.2,5.3
C=CC[C@@H](CC(=O)N[C@H](CO)Cc1ccccc1)C(=O)N[C@@H](C)COC(=O)[C@@H](CC=C)CC(=O)OC(C)(C)C,1.4,.,-3.9,2.4,-7.9,-0.4,1.0,.,2.6,16.8
COc1ccc(OC)c(CN2C(=O)c3ccccc3C2C(=O)NCC2CCCO2)c1 (stereo not given),0.0,4.6,-9.0,1.0,1.6,i,8.8,11.6,-5.6,5.8
Cc1ccccc1C(=O)N1CCN(c2ccc(NC(=O)Cc3ccccc3)cc2)CC1,1.1,3.6,-2.2,1.6,0.2,-0.4,0.4,22.6,-4.5,24.3
Fc1ccc(C2=CCN(C(c3cccs3)c3nnnn3CCc3ccccc3)CC2)cc1 (stereo not given),2.7,0.6,-12.1,.,-1.8,i,-5.6,-32.1,-4.5,20.9
Cc1c(C(=O)NCC2CCCO2)oc2ccc(S(=O)(=O)N3CCCC3)cc12 (stereo not given),-0.9,-0.1,-12.0,.,-2.6,0.7,10.6,-0.5,-14.8,1.7
CCC1CCCCN1C(=O)c1ccc(OC2CCN(C(=O)COC)CC2)cc1 (stereo not given),0.4,2.8,-16.5,-0.9,1.5,-0.4,6.2,17.5,6.8,-1.9
NC(=O)c1ccc(N)nc1,0.1,.,-15.6,1.2,-10.6,-0.2,9.1,.,.,4.2
CCc1nnc(NC(=O)CSc2nnc(C3CC3)n2C)s1,-1.0,-4.4,-11.3,-0.1,-0.6,0.2,5.9,21.8,3.3,-1.6
O=C1[C@H](Cc2ccccc2)NCC=CC[C@H](c2ccco2)N1Cc1ccccc1,-0.8,.,-1.1,0.2,3.7,-1.3,-2.3,.,.,23.2
Cc1ccsc1C(=O)OCC(=O)NCc1ccc2c(c1)OCO2,-0.4,2.9,-5.9,.,3.7,-0.2,-0.5,-33.4,1.2,-5.8

# More structures follow:
structure,PfHsp40 rescue,3CLpro inhibitor,PriA SSB inh,TcdB GH inh,Anthrax LF inh2,Vc quorum ag,MazEF act,DUSP3 inh,Rv3671c inh,Y pestis TopoI
CC(C)C(C)NC(=O)Cn1cnc2c(oc3ccccc32)c1=O (stereo not given),0.5,-4.5,-3.3,0.5,-0.6,-1.0,3.7,-2.7,-6.1,-3.2
Nc1cc(Oc2ccc(F)cc2F)cc([N+](=O)[O-])c1,0.8,0.7,-5.0,0.8,-1.2,-0.5,3.3,-4.6,0.3,-4.9
Cn1c(NCc2cc(Br)ccc2O)nc2ccccc21,0.7,-1.5,-7.0,.,-0.8,-0.4,7.1,-20.8,2.7,-3.6
CCOC(=O)c1cnc(-n2[nH]c(C)cc2=O)[nH]c1=O,9.8,0.9,93.3*,1.2,-8.5,-0.2,-4.9,7.8,3.0,-1.7
CCC(C)c1ccccc1N1CC(C(=O)N2CCN(C(=O)c3ccco3)CC2)CC1=O (stereo not given),-0.5,.,-12.3,1.9,-2.9,i,7.2,.,-1.5,2.1
Cc1cccc2nc(-c3cccc(NC(=O)Cc4ccccc4)c3)cn12,0.5,-3.1,-0.2,-0.3,1.6,-0.6,8.7,11.5,-13.2,-5.0
CCN(CC)C(=O)CSc1nc(N)c(C(=O)Nc2ccc(OC)cc2)s1,-0.7,3.7,2.4,1.3,1.6,-0.4,4.3,4.4,8.9,-2.4
NS(=O)(=O)c1ccc(O)c(NC(=O)c2ccc([N+](=O)[O-])o2)c1,-1.3,0.9,-0.2,0.6,-0.8,i,2.4,9.6,-6.2,1.0
O=C1CCC(C(=O)N2CCCC2)CN1Cc1cccc(C(F)(F)F)c1 (stereo not given),-1.6,-5.7,2.5,0.5,-0.4,i,1.9,82.7,5.1,5.7
Cc1ccc(-c2nc3c(c(SCC(=O)N4CCOCC4)n2)COC(C)(C)C3)cc1,2.2,7.9,-11.2,1.6,0.6,-0.1,4.1,26.3,9.0,17.0

# Gathered by group: those above with a tert-butyl group (3)
structure,PfHsp40 rescue,3CLpro inhibitor,PriA SSB inh,TcdB GH inh,Anthrax LF inh2,Vc quorum ag,MazEF act,DUSP3 inh,Rv3671c inh,Y pestis TopoI
Cc1ccc2c(c1)NC(C(C)(C)C)CO2 (stereo not given),-1.5,2.4,-4.3,.,-2.4,i,5.8,25.6,-5.6,10.9
CC(C)(C)c1ccc(Cn2nnc3c(=O)[nH]c(C4CCCN(C(=O)c5cccs5)C4)nc32)cc1 (stereo not given),1.5,4.7,17.6,-11.3,-1.6,-0.5,4.7,-35.9,-7.2,30.6
C=CC[C@@H](CC(=O)N[C@H](CO)Cc1ccccc1)C(=O)N[C@@H](C)COC(=O)[C@@H](CC=C)CC(=O)OC(C)(C)C,1.4,.,-3.9,2.4,-7.9,-0.4,1.0,.,2.6,16.8
